# esBAF inh = blocks esBAF chromatin remodeling in mouse ES cells; 350,000 tested, 2% active; Bmi1-luciferase knock-in reporter, 24 h; 100% = twice the neutral-well signal; reporter increase, % at 12.5 µM; AID 602393; in the data active = activation above about 40%; inconclusive = no clear call, values can overlap the other calls;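 note: 0% = median of the plate's neutral control wells and 100% = double that signal; a rise in the Bmi1 reporter signal indicates esBAF inhibition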
# ERp5 block = ERp5 (human) disulfide isomerase inhibition. ERp5 insulin aggregation, absorbance 650 nm, 90 min. inhibition, % at 9.99 µM. 350,000 tested, 0.05% active. AID 651711;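 active = mean replicate inhibition above about 25%, with every replicate also reaching it, limit read from the data, passing the limit was not always enough; inconclusive = only one of those two criteria met; inactive = neither criterion met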
# RAD54 inh = RAD54 (human) branch migration inhibition; Q92698; RAD54 Holliday junction branch migration, FAM/BHQ fluorescence; inhibition, % at 10.4 µM; 360,000 tested, 0.14% active; AID 602329;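 active = mean normalized replicate activity at least 40 and at least half of replicates scoring 40 or more; inconclusive = only one of the two criteria met; inactive = mean below 40 and under half of replicates reaching 40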;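 note: 0% = median of neutral control wells and 100% = median of positive control wells; inhibitors cause a drop in the FAM fluorescence signal; in these data hits start at about 50%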
# ARNT-TACC3 inh = disrupts binding between human ARNT and TACC3; Q9Y6A5; AlphaScreen His-ARNT PAS-B/GST-TACC3 binding, luminescence; TACC3 fragment carries E629A point mutation; inhibition, % at 9.99 µM; 390,000 tested, 0.66% active; AID 623870;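 active = mean inhibition of replicates at least 50% and at least half of replicates each reaching 50%; inconclusive = half or more replicates reach 50% but mean below 50%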;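 note: 0% = complete ARNT plus TACC3 wells and 100% = ARNT alone without TACC3; many hits fall short of the cut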
# E-selectin induc = E-selectin induction on HUVECs | HUVEC E-selectin immunofluorescence imaging; normalized: neutral wells 0, TNF-alpha wells 100 | 260,000 tested, 0.37% active | activation, % at 7.58 µM;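 active = mean E-selectin-positive cell signal at least 10% of the positive control, reached in at least 60% of replicates, without over 20% cell loss; inconclusive = no rule given, readout overlaps actives, possibly toxicity-flagged; inactive = the rest, including those meeting only one limit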;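 note: in these data hits start at about 27%; measured in HUVEC primary endothelial cells; signal is the percent of cells scored E-selectin positive by PE staining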
# Target sequence (P16581 whole entry, looked up): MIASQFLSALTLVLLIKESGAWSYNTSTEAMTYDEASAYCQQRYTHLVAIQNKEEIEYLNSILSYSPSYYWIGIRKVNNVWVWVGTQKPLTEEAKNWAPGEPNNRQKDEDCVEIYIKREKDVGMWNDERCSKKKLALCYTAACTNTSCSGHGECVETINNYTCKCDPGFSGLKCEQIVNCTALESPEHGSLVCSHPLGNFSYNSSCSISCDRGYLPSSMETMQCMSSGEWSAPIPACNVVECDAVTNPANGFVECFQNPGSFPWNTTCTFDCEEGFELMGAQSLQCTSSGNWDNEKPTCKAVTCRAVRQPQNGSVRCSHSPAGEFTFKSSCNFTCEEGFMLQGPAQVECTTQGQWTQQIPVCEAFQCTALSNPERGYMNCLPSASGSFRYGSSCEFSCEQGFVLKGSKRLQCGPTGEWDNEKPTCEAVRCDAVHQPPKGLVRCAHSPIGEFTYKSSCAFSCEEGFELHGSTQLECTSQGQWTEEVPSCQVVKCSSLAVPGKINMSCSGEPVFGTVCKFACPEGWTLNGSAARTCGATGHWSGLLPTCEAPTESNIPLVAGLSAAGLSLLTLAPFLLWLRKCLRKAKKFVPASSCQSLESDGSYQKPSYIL
#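 Test system – human umbilical vein endothelial cells (HUVEC), E-selectin induction · Input – 3,000 HUVEC seeded per well · Buffer or medium – EGM-2, gelatin · Compound dosing – single-point compound dose · Detection – immunofluorescence imaging · Measure – percent E-selectin-positive cells · Controls – TNF-alpha high, DMSO low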
# RAD52 anneal inh = inhibitors of human RAD52 DNA annealing; AID 651710; inhibition, % at 18.7 µM; 360,000 tested, 0.46% active; recombinant RAD52 DNA annealing, FRET fluorescence; P43351;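 active = every replicate showing at least 50% inhibition; inconclusive = mean inhibition at least 50% but not in every replicate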
# Target sequence (P43351 whole entry, looked up): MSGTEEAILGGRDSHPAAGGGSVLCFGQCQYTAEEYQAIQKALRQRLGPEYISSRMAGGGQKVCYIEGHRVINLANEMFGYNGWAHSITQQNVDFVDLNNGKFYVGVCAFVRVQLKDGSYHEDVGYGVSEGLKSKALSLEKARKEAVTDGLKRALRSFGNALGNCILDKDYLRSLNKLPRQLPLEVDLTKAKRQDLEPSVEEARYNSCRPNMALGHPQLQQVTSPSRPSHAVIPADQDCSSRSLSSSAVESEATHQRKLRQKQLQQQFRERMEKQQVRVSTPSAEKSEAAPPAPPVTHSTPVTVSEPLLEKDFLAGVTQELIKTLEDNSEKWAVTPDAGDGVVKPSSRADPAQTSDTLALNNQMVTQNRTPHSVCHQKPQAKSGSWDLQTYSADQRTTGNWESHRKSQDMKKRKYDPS
# Casp6 inh = inhibitors of human caspase-6; AID 686996; 350,000 tested, 0.53% active; purified caspase-6, Z-VEID-R110 cleavage fluorescence; inhibition, % at 12.5 µM;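 active = mean inhibition across replicates at least about 35%, with every replicate also reaching that limit, limit read from the data; inconclusive = only one of the two criteria met; inactive = neither criterion met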;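 note: 0% = median of neutral control wells and 100% = no fluorescence left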
# PglD DTNB = blocks C. jejuni PglD acetyltransferase activity. purified PglD enzyme, DTNB colorimetric CoA detection. inhibition, % at 12.5 µM. 360,000 tested, 0.098% active. AID 602405; in the data active = inhibition above about 16%, passing the limit was not always enough; inconclusive = no clear call, values can overlap the other calls; note: strong numbers were not always called active
# The depositor's hits bear a star; ? = inconclusive; . = not tested or not shown. Compounds were not picked by outcome. Share with any hit: about 3.2%.
SMILES,esBAF inh,ERp5 block,RAD54 inh,ARNT-TACC3 inh,E-selectin induc,RAD52 anneal inh,Casp6 inh,PglD DTNB
CC(=O)c1c(C)[nH]c(C(=O)Nc2ccc(C)cc2Br)c1C,86*,0,5,-6,.,-11,2,-4
Cc1ccc(S(=O)(=O)N2CCOCC2)cc1NC(=O)CSc1nc(N)cc(=O)[nH]1,-4,-1,-1,-3,-0.3,-17,2,-4
CCOC(=O)N1CCN(c2c(NCCN3CCN(c4ccccc4F)CC3)c(=O)c2=O)CC1,-2,0,0,5,3.8,-6,-1,-2
CC(C)N1CC(C(=O)Nc2ccc(Cl)c([N+](=O)[O-])c2)CC1=O (centres undefined),3,0,-11,-1,0.0,-20,1,4
Cc1ccc(NC(=O)CO/N=C/c2ccc(N(C)C)cc2)cc1,.,5,.,6,.,-54,1,.
CC(C)NC(=O)N(C)C[C@@H]1Oc2ncc(-c3ccc(C(=O)N(C)C)cc3)cc2C(=O)N([C@@H](C)CO)C[C@@H]1C,-5,-7,-9,-10,0.7,-8,5,3
COc1cc(C(=O)OC2CC3CCC2(C)C3(C)C)ccc1OC(C)=O (centres undefined),49*,-2,3,-2,.,-8,-4,1
CC(C)(C)c1cc(-c2nc(N)nc(N)n2)c(O)c(C(C)(C)C)c1,-11,-4,2,1,0.2,-15,9,-1
Cc1ccc(NC(=O)C2CCCN(c3ncnc4c3nc3n4CCCCC3)C2)cc1Cl (centres undefined),-16,7,14,1,.,-6,-1,-5
C[C@@H]1CCCCO[C@@H](CN(C)Cc2ccc(C(F)(F)F)cc2)[C@@H](C)CN([C@H](C)CO)C(=O)c2cc(NC(=O)Nc3ccc(C(F)(F)F)cc3)ccc2O1,-1,.,7,-8,1.3,.,.,-3
COc1ccc(/C=N/N=C2/NC(=O)C(CC(=O)NC(N)=O)S2)cc1 (centres undefined),.,2,-15,-1,0.0,-21,4,-1
O=C(NCCNC(=O)C(F)(F)F)c1ccncc1,-1,.,6,2,.,.,.,0
CCc1ccc(/C=C2\C(=N)N3N=C(CC(=O)N4CCCCC4)SC3=NC2=O)cc1,-5,-4,-7,-21,.,-23,0,-2
O=C(COc1cccc2ccccc12)NNC(=O)C1CCCO1 (centres undefined),7,.,6,1,.,.,.,8
C[C@@H]1CCCCO[C@@H](CN(C)C(=O)c2ccncc2)[C@H](C)CN([C@H](C)CO)C(=O)c2cc(NS(C)(=O)=O)ccc2O1,3,6,-4,-4,0.3,3,0,-1
CCc1nnc(NC(=O)c2ccc(-c3ccc(F)cc3)o2)s1,.,-1,.,-8,0.4,-12,1,.
CCOC(=O)c1sc2ncnc(N3CCN(CC)CC3)c2c1C,.,-1,.,5,.,-11,1,.
O=C(Nc1cccc(F)c1)N1C[C@H]2[C@@H](c3ccccc31)[C@@H](CO)N2C(=O)c1ccccc1F,1,3,0,-1,0.7,1,5,1
O=C(Nc1ccc(Oc2ccccc2)cc1)c1csc([C@H]2C[C@H](O)[C@@H](CO)O2)n1,-8,-1,-6,.,0.5,-7,-2,-8
Cc1c(Cl)cccc1NS(=O)(=O)c1ccc(-c2ccc(=O)[nH]n2)o1,2,0,-2,-4,.,-19,-5,6
Cc1ccc(S(=O)(=O)CCC(=O)OCc2cc(C)ccc2C)cc1,.,1,.,-8,0.0,-8,16,.
CCOC(=O)Nc1ccc2nc(N3CCCCCC3)sc2c1,?,1,8,-4,1.6,-4,-1,2
O=C(C1CCCCC1)N1CC2(C1)[C@H](c1ccccc1)[C@@H](CO)N2C(=O)c1cccnc1,.,5,.,.,0.2,3,-1,.
Cc1ccc(S(=O)(=O)NCc2ccccc2)cc1C(=O)N(C)CC(=O)Nc1ccccc1Br,5,.,-4,6,5.1,-20,-139,-3
CC(NC(=O)C(C)N1CCN(Cc2ccccc2)CC1)c1ccc(F)cc1 (centres undefined),-5,1,-1,3,0.6,-1,-5,-2
CCn1cc(Cl)c(C(=O)Nc2nc3ccccc3n2CCN2CCCCC2)n1,29,3,4,15,0.2,-56,-3,2
CC(=O)c1c(C(=O)O)c2ccccc2[nH]c1=O,-3,-6,.,-4,0.1,-7,2,.
CCn1c(SCC(=O)NC2CCCCC2)nnc1C(CO)NC(=O)c1ccccc1 (centres undefined),2,1,-6,-1,-0.3,-16,24,-1
O=C/C(=C\Nc1ccc(Br)cc1)c1nc2ccccc2o1,.,9,.,-2,.,-18,0,.
Cc1ccc(S(=O)(=O)Oc2ccccc2/C=C2/SC(=O)NC2=O)cc1,.,1,.,-4,5.0,-7,2,.
O=C(CSc1nc2cc(Cl)ccc2o1)NC1CC1,6,0,2,-5,.,-11,-1,0
CC1(C)CC(N2CN(C3CCCCC3)CC2=O)CC(C)(C)N1,-2,.,7,-10,.,.,.,-4
COc1ccc(N(CC(=O)NC2CCCC2)C(=O)Cn2nnc(-c3ccc(C)o3)n2)c(OC)c1,-1,4,1,-1,.,-10,3,3
COc1ccc(N2CC(C(=O)OCC(=O)Nc3cccc(C)c3C)CC2=O)cc1 (centres undefined),1,1,8,0,.,-19,-2,0
CCCCN(C(=O)C(C)N1C(=O)c2ccccc2C1=O)c1c(N)n(CC(C)C)c(=O)[nH]c1=O (centres undefined),-8,8,-21,3,0.9,1,1,-1
COCC#Cc1ccc([C@@H]2[C@@H](CO)N3CCCCN(Cc4cccnc4)C[C@H]23)cc1,.,.,-5,-2,0.2,.,.,-2
Cc1ccc(C2C(C=Nc3c(C)n(C)n(-c4ccccc4)c3=O)=C(c3ccccc3)Oc3ccccc32)cc1 (centres undefined),.,-4,-2,.,.,2,0,4
Cc1nc(C(=O)Nc2cc(Cl)ccc2Cl)nn1-c1cc(OC(C)C)c(Cl)cc1Cl,16,.,3,1,.,.,.,-11
Cc1nc(Nc2ccc(C(=O)O)cc2)sc1-c1ccccc1,.,6,.,-1,.,-15,-3,.
C/C(CC(=O)NCc1ccco1)=N\NC(=O)COc1ccc(Cl)cc1Cl,4,0,0,-1,.,-10,-4,-4
N#Cc1ccccc1NC(=O)COC(=O)c1c[nH]c2ccccc12,13,-7,2,-2,0.0,-18,2,-1
CCC(=O)N1CC(=O)N2[C@H](C1)[C@H](c1ccc(C#Cc3cccc(OC)c3)cc1)[C@@H]2CO,.,-1,.,.,-0.1,-9,-1,.
COc1cccc(-c2nn[nH]n2)c1O,-1,.,7,24,.,.,.,5
CSCc1c(C(=O)OCC(=O)c2ccc[nH]2)oc2ccccc12,8,6,0,-3,0.5,-11,5,-5
COc1cc(CC(=O)Oc2ccc3c(c2)OCO3)cc(OC)c1OC,-7,.,0,15,.,.,.,-4
CCOC(=O)C1CN(S(=O)(=O)c2ccc(OC)cc2)c2ccccc2O1 (centres undefined),-2,2,-6,27,-0.1,-10,.,2
C[C@H]1CN([C@@H](C)CO)S(=O)(=O)c2ccc(/C=C/c3ccccc3)cc2O[C@H]1CN(C)CC1CC1,-9,-3,-3,9,0.5,8,-2,0
O=C(Nc1cc2c(cc1Br)OCCCO2)c1cccnc1,-4,4,4,.,-0.4,-14,0,-5
O=C(Nc1cccc(S(=O)(=O)N2CCOCC2)c1)c1cc([N+](=O)[O-])ccc1N1CCOCC1,3,-3,6,-1,.,-12,-6,1
Cc1ccccc1-c1cnc2c(c1)C(=O)N([C@@H](C)CO)C[C@H](C)[C@H](CN(C)C(=O)CN(C)C)O2,-1,-1,-1,-3,0.1,-11,-1,0
CN1[C@H](C(=O)N2CCCCC2)[C@@H](CO)[C@@H]2Cn3c(ccc(/C=C/c4ccccc4)c3=O)[C@@H]21,1,6,-8,-3,-0.1,-5,0,-2
COc1ccc(CCNC(=O)COC(=O)C2CC2C)cc1 (centres undefined),-4,?,3,.,.,-13,-1,-1
COc1ccc(CNC(=O)c2cc(-c3ccco3)on2)cc1,14,.,-5,-26,.,.,.,-1
COc1ccc(OCC(=O)OCC(=O)NCc2ccco2)cc1,-5,.,-1,-9,.,.,.,-5
C/C(CC(=O)Nc1cccc(C(F)(F)F)c1)=N\NC(=O)C(=O)NCC(C)C,-1,-6,-2,-10,1.1,-7,1,-5
COCc1c(C(=O)N2CCN(Cc3c(F)cccc3Cl)CC2)oc2ccccc12,-7,-6,2,-5,-0.2,-16,4,0
C[C@@H]1CN([C@@H](C)CO)C(=O)Cc2cc(NC(=O)Nc3ccc(C(F)(F)F)cc3)ccc2O[C@@H]1CN(C)Cc1ccc2c(c1)OCO2,-5,4,1,3,0.9,-3,5,0
Cc1ccn(CCNC(=O)C2CCC(=O)N(Cc3ccc(Cl)cc3)C2)n1 (centres undefined),2,-5,4,-5,-0.3,-4,0,2
COc1ccc2c3c([nH]c2c1)[C@H](CO)N(C(=O)C1CCC1)CC31CCN(S(C)(=O)=O)CC1,.,4,.,.,0.1,-4,3,.
C[C@H](CO)N1C[C@H](C)[C@@H](CN(C)C(=O)C2CCCCC2)Oc2cc(C#CC(C)(C)O)ccc2S1(=O)=O,0,-9,-1,-2,1.4,-4,-1,5

# Quoted at random: two compounds from above.
SMILES,esBAF inh,ERp5 block,RAD54 inh,ARNT-TACC3 inh,E-selectin induc,RAD52 anneal inh,Casp6 inh,PglD DTNB
C[C@H](CO)N1C[C@H](C)[C@@H](CN(C)C(=O)C2CCCCC2)Oc2cc(C#CC(C)(C)O)ccc2S1(=O)=O,0,-9,-1,-2,1.4,-4,-1,5
Cc1ccccc1-c1cnc2c(c1)C(=O)N([C@@H](C)CO)C[C@H](C)[C@H](CN(C)C(=O)CN(C)C)O2,-1,-1,-1,-3,0.1,-11,-1,0

# The list continues.
SMILES,esBAF inh,ERp5 block,RAD54 inh,ARNT-TACC3 inh,E-selectin induc,RAD52 anneal inh,Casp6 inh,PglD DTNB
C[C@H](CO)N1C[C@H](C)[C@@H](CN(C)C)Oc2ncc(-c3cccc(F)c3)cc2C1=O,-4,0,0,1,0.4,5,-1,-3
Cc1cc(N2CCN(c3nc(-c4ccc([N+](=O)[O-])cc4)cs3)CC2)c2ccccc2n1,.,-3,.,5,.,-17,-1,.
CC(OC(=O)C1=COCCO1)C(=O)Nc1ccccc1C#N (centres undefined),.,4,.,-2,2.5,-19,0,.
O=C(CSc1ccc(Cl)cc1)Nc1ccc(NC(=O)c2ccco2)cc1,1,.,-7,-3,.,.,.,5
Cc1cc(C)c2c(c1)-c1c(ssc1=S)C(C)(C)N2C(=O)CSc1nncn1C,-7,.,3,15,.,.,.,-2
Cc1noc(C)c1S(=O)(=O)N(C)C[C@@H]1OCCCC[C@H](C)Oc2ccc(NS(=O)(=O)c3ccc(F)cc3)cc2C(=O)N([C@H](C)CO)C[C@@H]1C,5,.,13,13,.,.,.,0
C[C@@H]1CN([C@H](C)CO)C(=O)c2cccc(NC(=O)c3nc4ccccc4s3)c2O[C@H]1CN(C)C(=O)Nc1ccc(C(F)(F)F)cc1,2,.,7,-1,.,2,0,0
CN(C)c1ccc(N2C(=O)CC(c3ccccc3)CC2=O)cc1,11,6,-2,-1,2.1,-15,0,5
CCCC#Cc1cnc2c(c1)C(=O)N([C@H](C)CO)C[C@@H](C)[C@H](CN(C)C(=O)CN1CCOCC1)O2,2,2,6,-1,0.5,-10,0,1
O=C(NC(=S)Nc1ccccc1Br)C1CCCC1,28,2,-6,-5,-0.2,0,4,1
COCCNC(=S)Nc1ccc(N2CCOCC2)c(S(=O)(=O)Nc2ccccc2OC)c1,-1,9,-4,-4,-1.3,-72,2,2
Cc1cc(C)c(S(=O)(=O)N2CCOC2CNC(=O)C(=O)NCCN2CCOCC2)c(C)c1 (centres undefined),-7,2,-2,-1,-0.1,-15,-11,4
O=C(NC(=S)NCC1CCCO1)c1ccc(Br)o1 (centres undefined),.,5,.,5,.,-29,-1,.
